GPR55 beta-arrestin: GPR55 agonists via beta-arrestin recruitment, primary screen, imaging, U2OS cells, beta-arrestin-GFP redistribution (AID 1961); U2OS GPR55 beta-arrestin-GFP redistribution imaging; higher % means a stronger effect; activation, % at 10 µM; hits with a dose series show EC50 in µM; 290,000 compounds, 0.048% hits;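 active means activation above 40% with more than 50 cells counted in the well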;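 further: U2OS osteosarcoma cells stably expressing GPR55 and beta-arrestin-GFP; plate controls were DMSO negative control for no effect and LPI positive control for full effect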
NTR1 ag: NTR1-driven beta-arrestin-GFP spot formation – imaging, U2OS cells, high content, primary screen (AID 493036); agonist mode; P30989; activation, % at 20 µM; 330,000 compounds, 0.17% hits;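 active means activation at or above 40% of the spot to cytoplasm intensity ratio, with at least 20 cells analyzed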;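 further: 0% = DMSO without peptide and 100% = 100 nM NTR1 peptide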
Target sequence (P30989 whole entry, looked up): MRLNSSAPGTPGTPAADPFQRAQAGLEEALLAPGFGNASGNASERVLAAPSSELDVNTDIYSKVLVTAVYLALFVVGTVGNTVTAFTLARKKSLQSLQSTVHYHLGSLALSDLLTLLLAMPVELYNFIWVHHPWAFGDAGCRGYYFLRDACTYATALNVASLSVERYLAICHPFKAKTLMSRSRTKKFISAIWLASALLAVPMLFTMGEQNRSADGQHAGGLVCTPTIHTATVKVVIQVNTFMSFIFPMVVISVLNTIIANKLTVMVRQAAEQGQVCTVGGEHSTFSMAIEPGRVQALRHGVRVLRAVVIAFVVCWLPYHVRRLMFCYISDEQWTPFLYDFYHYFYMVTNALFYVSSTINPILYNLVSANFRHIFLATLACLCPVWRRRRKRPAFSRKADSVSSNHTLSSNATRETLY
T cell HTS: T cell immune modulators affecting CD8 T cell-vesicle binding | 2C CD8+ T cell-vesicle binding, flow cytometry; hits give low values | calls only at 7 µM | 330,000 compounds, 0.068% hits | AID 2052;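 active means response, share of CD8 T cells binding vesicles, and their 90th percentile fluorescence all below set limits, cut at about 80% in these data, passing the limit was not always enough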
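Benchmarks: naked versus QL9-loaded vesicles / Assay system: purified 2C TCR transgenic mouse naive CD8+ T cells / Technique: high-throughput flow cytometry with anti-B7-1 and anti-CD8 staining / Timing: Cell–vesicle co-incubation 1.5 h at 37 °C, staining 20 min on ice / Read-out: percent CD8+ FL2 mean versus row control / Probe or stimulus: QL9-loaded Drosophila micro-vesicles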
Hep lipid drop: modulators of hepatic lipid droplet formation; AML12 mouse hepatocytes, oleate lipid droplets, BODIPY imaging; AID 1656; inhibition, % at 6.5 µM; 240,000 compounds, 0.4% hits;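 active means lipid droplet intensity inhibited by at least 50%, with more than 500 cells counted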
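Assay system: AML12 hepatocytes (mouse); Probe or stimulus: oleic acid at 100 µM to induce lipid droplet formation; Dosing: compound at 6.5 µM only; Schedule: compound with oleate, overnight; Detection: fluorescence imaging, 20x objective, two fields per well; Measure: % inhibition of lipid droplet signal.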
Large T inhibition: TAg ATPase/helicase activity blockers – biochemical (AID 1903); 310,000 compounds, 0.39% hits; SV40 large T antigen ATPase/helicase inhibition assay; higher % means a stronger effect; one-dose inhibition, % at 20 µM; IC50 in µM for titrated hits; in the data active means a potency from the dose series; further: strong numbers were not always called active
LYP phosphatase: PTPN22 lymphoid phosphatase activity blockers – biochemical, fluorescence intensity, uHTS (AID 1779). recombinant LYP phosphatase, fluorescence intensity; higher % means a stronger effect. one-dose inhibition, % at 11.5 µM; IC50 in µM for titrated hits. 290,000 compounds, 0.054% hits; in the data active means inhibition above about 50%;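 further: plate controls were vehicle with enzyme for no effect and no enzyme for full effect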
MgcRacGAP inhibition: MgcRacGAP GTPase-activating activity inhibitors, confirmation, biochemical, ADP Hunter fluorescence | AID 624330 | 340,000 compounds, 0.6% hits | MgcRacGAP-stimulated Rac1 GTP hydrolysis, ADP Hunter fluorescence; higher % means a stronger effect; GST-tagged Rac1 F28L mutant substrate | one-dose inhibition, % at 30 µM; IC50 in µM for titrated hits;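 active means first-screen hits whose inhibition reached a set limit at any dose in the follow-up dose series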;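 further: fluorescence reports GDP produced by GAP-driven GTP hydrolysis; strong numbers were not always called active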
GPR55 antagonists: inhibition of LPI-stimulated GPR55 beta-arrestin translocation – imaging, U2OS, beta-arrestin-GFP, LPI agonist, primary screen (AID 2013); U2OS GPR55 beta-arrestin-GFP translocation imaging, LPI antagonism; higher % means a stronger effect; inhibition, % at 10 µM, or IC50 in µM where a hit was titrated; 290,000 compounds, 0.13% hits;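 active means spots per cell inhibited over 60%, with over 100 cells counted and total cytoplasm intensity under 500,000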;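 further: U2OS cells stably carrying GPR55 and arrestin-GFP stimulated by 5 µM LPI near EC80; imaged beta-arrestin-GFP aggregate spots per cell after agonist stimulation; plate controls were LPI-stimulated DMSO wells for no effect and DMSO wells without LPI for full effect; some results filed as inactive read as strong as hits; confirmed hits need IC50 under 10 µM and bright autofluorescent wells are also inconclusive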
GPR35 arrestin U2OS: inhibition of zaprinast-stimulated GPR35 beta-arrestin translocation – imaging, U2OS, beta-arrestin-GFP, zaprinast agonist, primary screen (AID 2058) | 290,000 compounds, 0.052% hits | U2OS GPR35 beta-arrestin-GFP translocation imaging, zaprinast antagonism; higher % means a stronger effect | one-dose inhibition, % at 10 µM; IC50 in µM for titrated hits;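 active means inhibition of at least 50% with at least 30 cells and total cytoplasm GFP at most 10,000,000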
Hep lipid drop cells 6.5 µM: further read-out of Hep lipid drop, marked with its call; cell count; measured here: cell count, cytotoxicity flag;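 cells counted across two imaged fields per well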
T cell HTS vesicle-bound %: second read-out of T cell HTS, no call of its own (marks repeat the call); double positive events, %; measured here: CD8+ vesicle-bound cell fraction;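 binding gate set so that unloaded-vesicle control wells show 10% double positive cells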
NTR1 ag cell count 20 µM: further read-out of NTR1 ag, marked with its call; cell count; measured here: cell count, cytotoxicity flag
* marks the source's active call; other numbers are inactive results.

The opening 2 records, ahead of the listing:
What do the screens show for `CC(C)NC(=O)NC(=O)COC(=O)c1cccc(S(=O)(=O)N2CCCCC2)c1`?
GPR55 beta-arrestin: 0.1%; NTR1 ag: -2.0; T cell HTS: inactive; Hep lipid drop: 17; Large T inhibition: 12%; LYP phosphatase: -3%; MgcRacGAP inhibition: 6%; GPR55 antagonists: -3%; GPR35 arrestin U2OS: 0%; Hep lipid drop cells 6.5 µM: 642; T cell HTS vesicle-bound %: 4; NTR1 ag cell count 20 µM: 69

Results for O=C(c1cc2ccccc2oc1=O)N(Cc1cccs1)CC1CCCO1 (stereo not given) ?
GPR55 beta-arrestin: -0.1%; NTR1 ag: 0.6; T cell HTS: inactive; Hep lipid drop: 3; Large T inhibition: 3%; LYP phosphatase: -6%; MgcRacGAP inhibition: 12%; GPR55 antagonists: -3%; GPR35 arrestin U2OS: 8%; Hep lipid drop cells 6.5 µM: 795; T cell HTS vesicle-bound %: 52; NTR1 ag cell count 20 µM: 68

Results, repeating the preview:
What do the screens show for `CC(C)NC(=O)NC(=O)COC(=O)c1cccc(S(=O)(=O)N2CCCCC2)c1`?
GPR55 beta-arrestin: 0.1%; NTR1 ag: -2.0; T cell HTS: inactive; Hep lipid drop: 17; Large T inhibition: 12%; LYP phosphatase: -3%; MgcRacGAP inhibition: 6%; GPR55 antagonists: -3%; GPR35 arrestin U2OS: 0%; Hep lipid drop cells 6.5 µM: 642; T cell HTS vesicle-bound %: 4; NTR1 ag cell count 20 µM: 69

Results for O=C(c1cc2ccccc2oc1=O)N(Cc1cccs1)CC1CCCO1 (stereo not given) ?
GPR55 beta-arrestin: -0.1%; NTR1 ag: 0.6; T cell HTS: inactive; Hep lipid drop: 3; Large T inhibition: 3%; LYP phosphatase: -6%; MgcRacGAP inhibition: 12%; GPR55 antagonists: -3%; GPR35 arrestin U2OS: 8%; Hep lipid drop cells 6.5 µM: 795; T cell HTS vesicle-bound %: 52; NTR1 ag cell count 20 µM: 68

What do the screens show for `Cc1nn(C)c(Oc2ccccc2)c1CCNC(=O)CC(C)C`?
GPR55 beta-arrestin: -0.1%; NTR1 ag: 0.1; T cell HTS: inactive; Hep lipid drop: -11; Large T inhibition: 8%; LYP phosphatase: -6%; MgcRacGAP inhibition: -1%; GPR55 antagonists: -9%; GPR35 arrestin U2OS: 0%; Hep lipid drop cells 6.5 µM: 673; T cell HTS vesicle-bound %: 56; NTR1 ag cell count 20 µM: 86

How did COC(=O)CN1C(=O)C(O)=C(C(C)=O)C1c1ccc([N+](=O)[O-])cc1 (stereo not given) do in these assays?
GPR55 beta-arrestin: -0.1%; NTR1 ag: -0.5; T cell HTS: inactive; Hep lipid drop: -10; Large T inhibition: 9%; LYP phosphatase: 5%; MgcRacGAP inhibition: 8%; GPR55 antagonists: -6%; GPR35 arrestin U2OS: 8%; Hep lipid drop cells 6.5 µM: 688; T cell HTS vesicle-bound %: 16; NTR1 ag cell count 20 µM: 89

How did O=C(NN=C1CCC(c2ccccc2)CC1)c1ccccc1-n1cccc1 (stereo not given) do in these assays?
GPR55 beta-arrestin: 0.2%; NTR1 ag: 0.4; T cell HTS: inactive; Hep lipid drop: -83; Large T inhibition: 4%; LYP phosphatase: 4%; MgcRacGAP inhibition: 8%; GPR55 antagonists: 4%; GPR35 arrestin U2OS: 5%; Hep lipid drop cells 6.5 µM: 521; T cell HTS vesicle-bound %: 39; NTR1 ag cell count 20 µM: 68

How did O=C1Nc2ccccc2N(O)N1c1ccc(S(=O)(=O)Nc2ccccn2)cc1 do in these assays?
GPR55 beta-arrestin: -0.3%; NTR1 ag: -1.8; T cell HTS: inactive; Large T inhibition: -1%; LYP phosphatase: 2%; MgcRacGAP inhibition: -2%; GPR55 antagonists: 6%; GPR35 arrestin U2OS: -4%; T cell HTS vesicle-bound %: 4; NTR1 ag cell count 20 µM: 20

What do the screens show for `CCCOCC1CC(CCc2nc(=S)[nH][nH]2)C(=O)O1` (stereo not given)?
GPR55 beta-arrestin: -0.3%; NTR1 ag: 3.3; T cell HTS: inactive; Hep lipid drop: 16; Large T inhibition: 38%; LYP phosphatase: -5%; MgcRacGAP inhibition: 6%; GPR55 antagonists: 0%; GPR35 arrestin U2OS: 16%; Hep lipid drop cells 6.5 µM: 603; T cell HTS vesicle-bound %: 40; NTR1 ag cell count 20 µM: 42

How did Cc1onc(-c2ccccc2)c1C(=O)NCC1COc2ccccc2O1 (stereo not given) do in these assays?
GPR55 beta-arrestin: 0.0%; NTR1 ag: -1.1; T cell HTS: inactive; Hep lipid drop: 5; Large T inhibition: 1%; LYP phosphatase: 2%; MgcRacGAP inhibition: 5%; GPR55 antagonists: -15%; GPR35 arrestin U2OS: 3%; Hep lipid drop cells 6.5 µM: 815; T cell HTS vesicle-bound %: 59; NTR1 ag cell count 20 µM: 40

What do the screens show for `COc1ccccc1CC(=O)Nc1sc2c(c1C(N)=O)CCCC2`?
GPR55 beta-arrestin: -0.2%; NTR1 ag: 5.0; T cell HTS: inactive; Hep lipid drop: -49; Large T inhibition: 8%; LYP phosphatase: -9%; MgcRacGAP inhibition: 0%; GPR55 antagonists: 8%; GPR35 arrestin U2OS: 15%; Hep lipid drop cells 6.5 µM: 685; T cell HTS vesicle-bound %: 26; NTR1 ag cell count 20 µM: 46

What do the screens show for `CCOC(=O)C1(Cc2ccccc2C)CCCN(C(=O)c2ccccn2)C1` (stereo not given)?
GPR55 beta-arrestin: -0.1%; NTR1 ag: 1.9; T cell HTS: inactive; Hep lipid drop: -6; Large T inhibition: 22%; LYP phosphatase: -2%; MgcRacGAP inhibition: 8%; GPR55 antagonists: 16%; GPR35 arrestin U2OS: -8%; Hep lipid drop cells 6.5 µM: 750; T cell HTS vesicle-bound %: 21; NTR1 ag cell count 20 µM: 40

Results for COc1ccc(CCn2c(O)cc3nn(-c4nc5ccccc5s4)c(=O)c-3c2C)cc1 ?
GPR55 beta-arrestin: -0.3%; NTR1 ag: 1.5; T cell HTS: inactive; Hep lipid drop: 7; Large T inhibition: 10%; LYP phosphatase: 4%; MgcRacGAP inhibition: 21%; GPR55 antagonists: -9%; GPR35 arrestin U2OS: 0%; Hep lipid drop cells 6.5 µM: 796; T cell HTS vesicle-bound %: 51; NTR1 ag cell count 20 µM: 43

Results for COc1ccccc1N1CCN(c2ncc(C(=O)N3CCN(c4cccc(Cl)c4)CC3)c3ccccc23)CC1 ?
GPR55 beta-arrestin: 0.1%; NTR1 ag: 7.3; T cell HTS: inactive; Hep lipid drop: -11; Large T inhibition: 28%; LYP phosphatase: 4%; GPR55 antagonists: 11%; GPR35 arrestin U2OS: -9%; Hep lipid drop cells 6.5 µM: 717; T cell HTS vesicle-bound %: 17; NTR1 ag cell count 20 µM: 68

Results for Cc1cccc(NC(=S)N2CCN(C(=O)C3CCCO3)CC2)c1 (stereo not given) ?
GPR55 beta-arrestin: -0.3%; NTR1 ag: -1.0; T cell HTS: inactive; Hep lipid drop: -3; Large T inhibition: 12%; LYP phosphatase: -10%; MgcRacGAP inhibition: 5%; GPR55 antagonists: 12%; GPR35 arrestin U2OS: 5%; Hep lipid drop cells 6.5 µM: 651; T cell HTS vesicle-bound %: 40; NTR1 ag cell count 20 µM: 52

Results for CC(C)CC(=O)N1CCN(Cc2cccc(F)c2)CC1 ?
GPR55 beta-arrestin: -1.7%; NTR1 ag: 0.1; T cell HTS: inactive; Large T inhibition: 11%; LYP phosphatase: -8%; MgcRacGAP inhibition: 25%; GPR55 antagonists: 10%; GPR35 arrestin U2OS: -16%; T cell HTS vesicle-bound %: 20; NTR1 ag cell count 20 µM: 34

Results for Clc1ccc(CSc2nnc(Cn3cnc4ccccc43)o2)cc1 ?
GPR55 beta-arrestin: 0.3%; NTR1 ag: -0.9; T cell HTS: inactive; Hep lipid drop: -35; Large T inhibition: 12%; LYP phosphatase: -4%; MgcRacGAP inhibition: 2%; GPR55 antagonists: -8%; GPR35 arrestin U2OS: -2%; Hep lipid drop cells 6.5 µM: 594; T cell HTS vesicle-bound %: 34; NTR1 ag cell count 20 µM: 84

Results for C=CCn1c(O)c(N=Nc2ccccc2C)c2ccccc21 ?
GPR55 beta-arrestin: 0.6%; NTR1 ag: 1.8; T cell HTS: inactive; Hep lipid drop: 21; Large T inhibition: 25%; LYP phosphatase: -7%; GPR55 antagonists: -11%; GPR35 arrestin U2OS: 8%; Hep lipid drop cells 6.5 µM: 700; T cell HTS vesicle-bound %: 49; NTR1 ag cell count 20 µM: 27

Results for O=C(c1ccc(Cl)cc1)N1CCOc2ccccc21 ?
GPR55 beta-arrestin: -0.3%; T cell HTS: inactive; Hep lipid drop: -13; Large T inhibition: 5%; LYP phosphatase: 2%; MgcRacGAP inhibition: 2%; GPR55 antagonists: 4%; GPR35 arrestin U2OS: -13%; Hep lipid drop cells 6.5 µM: 736; T cell HTS vesicle-bound %: 32

Results for O=C(c1ccc2c(=O)n(Cc3ccccc3Cl)c(=S)[nH]c2c1)N1CCCC1 ?
GPR55 beta-arrestin: -0.1%; NTR1 ag: 2.7; T cell HTS: inactive; Hep lipid drop: -8; Large T inhibition: 12%; LYP phosphatase: -12%; MgcRacGAP inhibition: -11%; GPR55 antagonists: 0%; GPR35 arrestin U2OS: 16%; Hep lipid drop cells 6.5 µM: 680; T cell HTS vesicle-bound %: 26; NTR1 ag cell count 20 µM: 70

How did O=C(COc1ccc(Cl)cc1)Nc1ccc(N2CCN(C(=O)c3ccco3)CC2)cc1 do in these assays?
GPR55 beta-arrestin: -0.1%; NTR1 ag: 0.5; T cell HTS: inactive; Large T inhibition: 1%; LYP phosphatase: -6%; MgcRacGAP inhibition: 5%; GPR55 antagonists: 14%; GPR35 arrestin U2OS: 12%; T cell HTS vesicle-bound %: 33; NTR1 ag cell count 20 µM: 51
